Source: PubChem (Broad Institute)
RAD54 branch – blocks human RAD54 Holliday junction branch migration. inhibition, % at 10.4 µM. AID 602329. 360,000 compounds, 0.14% hits. FAM/BHQ fluorescence;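 active means mean normalized replicate activity at least 40 and at least half of replicates scoring 40 or more; inconclusive means only one of the two criteria met; inactive means mean below 40 and under half of replicates reaching 40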;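 further: 0% = median of neutral control wells and 100% = median of positive control wells; inhibitors cause a drop in the FAM fluorescence signal; in these data hits start at about 50%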
Target sequence (Q92698 whole entry, looked up): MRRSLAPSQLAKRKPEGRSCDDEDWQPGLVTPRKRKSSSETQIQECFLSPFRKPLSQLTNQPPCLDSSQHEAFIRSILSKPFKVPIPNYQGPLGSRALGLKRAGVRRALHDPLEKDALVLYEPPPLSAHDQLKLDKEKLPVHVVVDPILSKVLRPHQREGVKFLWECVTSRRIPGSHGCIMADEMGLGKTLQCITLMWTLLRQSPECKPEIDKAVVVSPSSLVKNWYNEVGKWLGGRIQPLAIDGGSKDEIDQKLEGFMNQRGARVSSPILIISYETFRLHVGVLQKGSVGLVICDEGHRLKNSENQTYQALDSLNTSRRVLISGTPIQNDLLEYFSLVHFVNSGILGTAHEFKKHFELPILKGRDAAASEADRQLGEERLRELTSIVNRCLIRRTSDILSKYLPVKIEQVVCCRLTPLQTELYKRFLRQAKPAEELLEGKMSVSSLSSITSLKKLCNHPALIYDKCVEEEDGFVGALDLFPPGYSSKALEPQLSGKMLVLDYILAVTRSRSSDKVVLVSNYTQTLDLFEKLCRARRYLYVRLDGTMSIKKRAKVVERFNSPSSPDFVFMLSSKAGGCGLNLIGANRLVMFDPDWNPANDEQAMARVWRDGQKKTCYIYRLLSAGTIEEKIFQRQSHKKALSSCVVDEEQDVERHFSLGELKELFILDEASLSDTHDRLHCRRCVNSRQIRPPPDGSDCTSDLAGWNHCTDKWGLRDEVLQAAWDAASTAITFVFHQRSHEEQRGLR
esBAF inh – SWI/SNF esBAF complex inhibition; reporter increase, % at 12.5 µM; mouse ES cells, Bmi1-luciferase knock-in reporter, 24 h; 100% = twice the neutral-well signal; 350,000 compounds, 2% hits; in the data active means activation above about 40%; inconclusive means no clear call, values can overlap the other calls;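 further: 0% = median of the plate's neutral control wells and 100% = double that signal; a rise in the Bmi1 reporter signal indicates esBAF inhibition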
Starred values were filed as active, the others as inactive; ? = inconclusive. Some of the compounds tested, so the mix of outcomes need not match the whole.

Each structure is followed by: RAD54 branch | esBAF inh
1: CCOC(=O)N1CCN(C(=O)CSCC(=O)Nc2nc(-c3cccs3)cs2)CC1
    3.1 | 14.9
2: O=C(O)CSc1nc(C(F)(F)F)cc(=O)n1-c1ccccc1
    -28.6 | -7.8
3: CCCCN1C(=O)NC(NS(=O)(=O)c2ccc(N)cc2)(C(F)(F)F)C1=O (centres undefined)
    1.8 | 4.9
4: O=C1CC(c2ccccc2)n2nc(NC(=O)c3ccccn3)nc2N1 (centres undefined)
    -17.3 | -7.9
5: N#CC1=C(Nc2ccccc2)SC=C(c2ccc(Cl)c(Cl)c2)N=C1N1CCOCC1
    -6.2 | 5.9
6: Cc1cc2c(n1-c1ccc(Br)cc1)CC(C)(C)CC2=O
    1.9 | -2.7
7: CCCCN(CCCC)S(=O)(=O)c1ccc(OC)c2ncccc12
    -11.1 | 0.1
8: CCOc1ccc(-n2c(Cc3cc(=O)[nH]c(=O)[nH]3)nnc2SCC)cc1
    3.7 | 3.3
9: N=c1n(-c2ccccc2)c(O)cc(=O)n1-c1ccccc1
    -0.3 | -2.2
10: CCOC(=O)c1c(C)nc2c(c1-c1cc(OC)c(OC)c(OC)c1)C(=O)c1ccccc1-2
    0.8 | -1.2
11: O=C(Nc1ccccn1)NC12CC3CC(CC(C3)C1)C2
    -1.4 | 7.1
12: Cn1c(=O)c2c(SCc3cccc(C(F)(F)F)c3)nc(-c3ccco3)nc2n(C)c1=O
    -10.2 | -9.5
13: COc1ccc(Cc2nnc(Nc3ccc(C)cc3C)[nH]c2=O)cc1
    3.2 | -0.9
14: CC(C)C(=O)NC(NC(=S)Nc1cccc2cccnc12)C(Cl)(Cl)Cl (centres undefined)
    -0.6 | -0.1
15: CN1CCN(C(=O)c2ccc(CN3CCOCC3)cc2)CC1
    -13.3 | -2.1
16: CCOc1ccc(N=C2NC(=O)S/C2=C\c2ccc(N(C)C)cc2)cc1
    1.1 | 50.4*
17: c1ccc(-c2noc(-c3cccc4ccccc34)n2)nc1
    -5.9 | -47.3
18: Cc1c(NC(=O)C2(c3ccccc3)CCOCC2)c(=O)n(-c2ccccc2)n1C
    2.9 | -5.4
19: CCOc1ccccc1Nc1ncccc1C(=O)N1CCCC1
    -0.8 | 10.5
20: O=C(CSc1nnc(-c2cccc(S(=O)(=O)N3CCCCC3)c2)o1)c1ccc[nH]1
    1.8 | 14.3
21: Nc1ccccc1NC(=O)c1ccccc1N
    5.7 | 32.2
22: COc1ccc(N(CC(=O)N2CCc3ccccc32)S(=O)(=O)c2c(C)n[nH]c2C)cc1
    8.3 | -5.3
23: COc1cccc(-c2cc(C(=O)N3CCCCC3C)no2)c1 (centres undefined)
    -0.4 | 10.0
24: Cc1[nH]c(=O)[nH]c(=O)c1S(=O)(=O)NCC12CC3CC(CC(C3)C1)C2
    -12.7 | -6.5
25: COc1ccc(NC(=O)CSc2nnc(Cn3cnc4ccccc43)n2C)cc1
    -16.1 | 3.5
26: Cc1cccc(N(C)C(=O)CCS(=O)(=O)c2cccc3nonc23)c1
    5.8 | 0.8
27: COC(=O)c1ccc(C(NC(=O)OCc2ccccc2)/C(C)=C/[C@@H](C)C(=O)NCc2ccc(OC)c(OC)c2)cc1 (some centres undefined)
    16.8 | 7.7
28: c1ccc2cc(OCc3nc4ccccc4[nH]3)ccc2c1
    1.8 | 50.9*
29: COc1ccc(-c2cc(C(F)(F)F)nc(SCC(=O)Nc3cc(C)on3)n2)cc1OC
    -5.4 | -6.6
30: CSc1ccccc1NC(=O)c1cccnc1
    -7.9 | 2.0
31: CCn1c(SCC(=O)Nc2nccs2)nnc1-c1ccc(S(=O)(=O)N2CCCCCC2)cc1
    -9.7 | 5.9
32: O=C(NCC1CCCO1)c1ccc(S(=O)(=O)N2CCCCC2)cc1 (centres undefined)
    -3.4 | -3.2
33: CC(C)OC(=O)/C(=C\c1ccc2c(c1)c1ccccc1n2C)NC(=O)c1ccccc1
    9.2 | 75.7*
34: COc1ccc(NC2=NCC(=O)N2c2ccccc2F)cc1
    -2.0 | -2.3
35: CCOC(=O)Cc1nnc(NC(=O)COc2ccc(C)cc2)s1
    -1.0 | -0.6
36: Cc1ccc(NC(=S)NCC2CCCO2)c(OC(F)F)c1 (centres undefined)
    -10.0 | 7.1
37: CCc1ccc(NC(=O)C(CC)Sc2nc3cc4c(cc3c(=O)n2Cc2ccco2)OCO4)cc1 (centres undefined)
    -0.3 | -2.7
38: Cc1ccccc1NC(=O)CCN1CCN(Cc2ccccc2)CC1
    -3.8 | 1.5
39: Cc1oc2ccc(OCc3ccc(F)cc3)cc2c1C(=O)O
    -1.2 | -1.2
40: CCC(=O)Nc1ccccc1Oc1ccccc1
    -2.1 | -2.8
41: CCOC(=O)c1c(C)[nH]c(C)c1C(=O)CN1C(=O)NC(CC(C)C)C1=O (centres undefined)
    5.9 | -3.5
42: Cc1cc(C)c(S(=O)(=O)c2ccccc2C)c(Cl)n1
    1.1 | 10.4
43: CCOC(=O)N1CCN(C(=O)c2ccc3c(=O)n(Cc4ccc(Cl)cc4)c(=S)[nH]c3c2)CC1
    -3.8 | 19.8
44: Nc1nc(NCc2ccccc2)nc(Nc2cccc(F)c2)c1[N+](=O)[O-]
    8.1 | -6.8
45: CCC(=O)N1CCc2cc(S(=O)(=O)CCC(=O)NCc3cccs3)ccc21
    7.0 | -3.0
46: COc1cccc2cc(C(=O)N3CCN(C/C=C/c4ccccc4)CC3)c(=O)oc12
    -4.5 | -3.9
47: CCN1C(=O)C(CC(=O)Nc2ccc(OC)cc2)N(Cc2cccnc2)C1=S (centres undefined)
    -9.3 | 7.3
48: O=S(=O)(c1ccccc1)c1ccc(NCc2ccco2)cc1
    -4.2 | -1.2
49: CC1(C)Cc2nc3nc(SCC(=O)NCCc4ccccc4)n(-c4ccccc4)c(=O)c3cc2CO1
    -6.7 | 1.0
50: COc1ccc(N2CCN(/C(=N\S(=O)(=O)c3ccccc3)Nc3nc(C)cc(C)n3)CC2)cc1
    -3.9 | -3.1
51: COc1ccc(C(=O)O/N=C(\C)c2ccccc2)cc1
    2.0 | 16.6
52: Cc1cc(=O)oc2ccc(OCC(=O)O)cc12
    11.0 | -9.7
53: O=C(NCCCN1CCOCC1)NC12CC3CC(CC(C3)C1)C2
    1.9 | -2.5
54: O=C(NC1CC1)C1CCCN1S(=O)(=O)c1ccc2ccccc2c1 (centres undefined)
    4.1 | 2.3
55: COCCn1c(SCC(=O)c2ccccc2)nc2c(c1=O)SC(C)C2 (centres undefined)
    -11.7 | 9.4
56: COc1ccc2c(c1)c(=O)oc1cc(OCC(=O)N3CCC(C)CC3)ccc12
    1.3 | -6.6
57: COc1ccccc1Nc1nc2ccccc2[nH]1
    -1.9 | 39.8
58: CCOC(=O)CN1C(=O)C(O)(CC(=O)c2ccco2)c2ccccc21 (centres undefined)
    -2.3 | 3.2
59: CCOc1ccc(C(=O)Nc2nnc(C)s2)cc1OCC
    1.6 | -6.8
60: O=C(CN1C(=O)CCS(=O)(=O)c2ccccc21)NCc1ccccc1
    -5.3 | -4.4

The list continues.
Each structure is followed by: RAD54 branch | esBAF inh
61: Cc1ccc(S(=O)(=O)NCC(=O)N(CC(=O)NCC2CCCO2)C2CCCC2)cc1 (centres undefined)
    0.4 | -5.9
62: C/C(Cl)=C/Cn1c(SC(C)C)nc2c1c(=O)[nH]c(=O)n2C
    8.1 | -3.0
63: COc1ccc(C2C(C(C)=O)=C(Nc3ccccc3)CC(C)(O)C2C(C)=O)cc1OC (centres undefined)
    -20.0 | -0.6
64: COc1ccc(S(=O)(=O)C(C#N)c2nc3ccccc3nc2N2CCCCC2)cc1 (centres undefined)
    -7.5 | 4.7
65: O=P(c1cccs1)(c1cccs1)c1cccs1
    -14.9 | 16.9
66: CNc1nc(SCc2ccccc2)nc(N2CCOCC2)n1
    2.6 | -4.5
67: CCSc1nc2c(c(=O)[nH]c(=O)n2C)n1Cc1ccc(Cl)cc1
    6.7 | 4.1
68: CCOCc1nnc(NC(=O)c2cccs2)s1
    -5.0 | 3.8
69: Cc1ccc2cc(COC(=O)c3ccco3)c(=O)[nH]c2c1
    -12.4 | -2.4
70: Cn1c(N)c(C(=O)COC(=O)c2ccco2)c(=O)n(C)c1=O
    2.8 | -0.8
71: O=c1cc(N2CCN(c3cccc(Cl)c3)CC2)[nH]c(=O)n1C1CCCCC1
    0.1 | 0.3
72: CCn1c2ccccc2c2cc(NC(=O)COC(=O)C3CCC(=O)N3)ccc21 (centres undefined)
    7.1 | -8.2
73: O=C(Nc1ccc2c(c1)C(=O)N(CC1CCCO1)C2=O)c1cccc(Br)c1 (centres undefined)
    -12.9 | 33.5
74: COC(=O)c1[nH]c2ccccc2c1NC(=O)CCN1CCSCC1
    -1.0 | 2.0
75: Cc1nnc(Nc2ccc(C(=O)N3CCOCC3)cc2)c2ccccc12
    -7.7 | -6.1
76: N=C1/C(=C/c2cccs2)C(=O)N=C2SN=C(SCc3ccccc3)N12
    -9.8 | 7.9
77: COc1ccccc1NC(=O)CCCC(=O)OCC(F)(F)C(F)F
    0.2 | -9.2
78: COc1cc2c(cc1NC(=O)COc1ccccc1OC)oc1ccccc12
    -14.2 | 1.7
79: O=C(ON=C1CCN(S(=O)(=O)c2ccccc2)CC1)c1ccccc1
    -5.0 | -3.0
80: COc1ccc(C(=O)NCCc2nnc(SCC(=O)Nc3ccccc3)n2C)cc1
    5.2 | 3.8
81: Cc1cc(C)c(NC(=O)C2CC3CCC2C3)c(C)c1 (centres undefined)
    -4.1 | 14.2
82: CCCCn1c(N)c(N(CCOC)C(=O)CSc2nc3ccc(C)cc3[nH]2)c(=O)[nH]c1=O
    8.7 | -1.6
83: O=[n+]1cc(-c2cc3ccccc3o2)n([O-])c2c1CCCC2
    -0.5 | 18.2
84: CCOC(=O)CC(NC(=O)c1ccco1)c1ccccc1Cl (centres undefined)
    3.8 | -0.9
85: CCCn1c(SCC(=O)c2ccc3c(c2)OCCO3)nnc1C(C)C
    -3.8 | 4.8
86: CC(=O)N1CCc2cc(S(=O)(=O)CCC(=O)Nc3cccc(F)c3)ccc21
    0.8 | -2.4
87: Cc1ccc(C2CC2C(=O)NNC(=S)Nc2ccc(Cl)cc2)cc1 (centres undefined)
    -2.6 | -1.6
88: CCOC(=O)c1cnc(C(C)(C)C)[nH]c1=O
    -3.4 | 4.1
89: COC(=O)c1ccccc1NC(=O)CSc1nnc(-c2cccc(NC(C)=O)c2)n1C
    11.3 | 17.8
90: c1ccc(-c2nnc(SCc3nc4ccccc4[nH]3)o2)cc1
    ? | 17.5
91: Cc1ccc2nc(Cl)c(CN(Cc3cccs3)C(=O)C3CC3)cc2c1
    1.7 | 4.9
92: N#Cc1c2n(c3c(=O)[nH]cnc13)CCCC2
    -9.4 | -10.6
93: CC1=C(C(=O)Nc2ccccn2)C(c2ccc(Br)cc2)n2ncnc2N1 (centres undefined)
    -3.3 | 4.8
94: CCOC(=O)C1CCCN(C(=O)c2cnn3c(C(F)F)cc(-c4ccc(C)cc4)nc23)C1 (centres undefined)
    3.7 | -9.3
95: Cn1nnnc1SCC(=O)Nc1ccccc1-c1ccccc1
    6.4 | 2.9
96: CC1(C)CC2(CCO1)OC(=O)CC2C(=O)Nc1cccc2ccccc12 (centres undefined)
    -2.0 | 3.4
97: Cc1nc2ccc(S(=O)(=O)NCC(=O)N3CCC(C)CC3)cc2s1
    0.6 | 0.0
98: O=C(Nc1nc2c(s1)CCc1ccccc1-2)c1ccco1
    -2.7 | 62.2*
99: Cc1cccc(CN2CCN(CC(=O)O)C2=O)c1
    -1.7 | 0.6
100: O=C(N/N=C1\CCCc2ccccc21)c1ccc([N+](=O)[O-])cc1Cl
    4.6 | 7.1
101: COCCNC(=O)C1CCCN(Cc2cccc(Cl)c2)CC1 (centres undefined)
    2.4 | -2.2
102: COc1cccc(CNC(=O)C2CCCN(S(C)(=O)=O)C2)c1 (centres undefined)
    -2.5 | -10.7
103: O=C(CCCNS(=O)(=O)c1cccs1)N1CCc2ccccc2C1
    -1.7 | -1.4
104: Nc1nc(C(=O)N2CCOCC2)nn1S(=O)(=O)c1ccc(Cl)cc1
    -0.5 | 1.0
105: CC(C)C(=O)Nc1ncc2c(n1)CC(c1cccs1)CC2=O (centres undefined)
    -8.5 | -1.0
106: COc1ccc(C2(CNC(=O)c3ccc(Br)o3)CCOCC2)cc1
    -9.2 | 0.4
107: O=c1c2ccccc2c(-c2ccccc2)nn1Cc1c(Cl)cccc1Cl
    -4.0 | -0.1
108: CCN(CC)S(=O)(=O)c1cccc(-c2nnc(SCCOc3ccccc3C)o2)c1
    6.9 | -0.8
109: COc1cc(O)c(C(C)=O)cc1OC
    -1.4 | -12.6
110: CCOC(=O)C1=C(C)N(C)C(=S)NC1c1ccccc1Cl (centres undefined)
    3.3 | -7.1

Looked up above.
compound 96 – RAD54 branch: -2.0
compound 92 – esBAF inh: -10.6
compound 108 – RAD54 branch: 6.9
compound 104 – esBAF inh: 1.0
compound 105 – esBAF inh: -1.0
compound 101 – RAD54 branch: 2.4
compound 102 – RAD54 branch: -2.5

One compound at a time, from the list above. Values in the order: RAD54 branch | esBAF inh
`COc1cccc(CNC(=O)C2CCCN(S(C)(=O)=O)C2)c1` (centres undefined) is listed as -2.5 | -10.7
`CCOC(=O)C1=C(C)N(C)C(=S)NC1c1ccccc1Cl` (centres undefined) is listed as 3.3 | -7.1
`CC(C)C(=O)Nc1ncc2c(n1)CC(c1cccs1)CC2=O` (centres undefined) is listed as -8.5 | -1.0
`Cc1nc2ccc(S(=O)(=O)NCC(=O)N3CCC(C)CC3)cc2s1` is listed as 0.6 | 0.0
`O=C(N/N=C1\CCCc2ccccc21)c1ccc([N+](=O)[O-])cc1Cl` is listed as 4.6 | 7.1
